Source: PubChem (several laboratories)
GDH-TPI counter = GDH-TPI coupled enzyme inhibition counter-screen; GDH-TPI coupled enzyme counterscreen, NADH absorbance; inhibition, % at 4.8 µM; 1.2% of 360,000 active; AID 588335; in the data active means inhibition above about 30%;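 further: 0% = DMSO wells and 100% = wells lacking the enzyme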
Mtb UGM inh = inhibitors of M. tuberculosis UDP-galactopyranose mutase. purified UGM, fluorescence polarization probe displacement. AID 504406. inhibition, % at 10 µM. P9WIQ1. 0.06% of 320,000 active; in the data active means inhibition above about 10%, passing the limit was not always enough
Target sequence (P9WIQ1 whole entry, looked up): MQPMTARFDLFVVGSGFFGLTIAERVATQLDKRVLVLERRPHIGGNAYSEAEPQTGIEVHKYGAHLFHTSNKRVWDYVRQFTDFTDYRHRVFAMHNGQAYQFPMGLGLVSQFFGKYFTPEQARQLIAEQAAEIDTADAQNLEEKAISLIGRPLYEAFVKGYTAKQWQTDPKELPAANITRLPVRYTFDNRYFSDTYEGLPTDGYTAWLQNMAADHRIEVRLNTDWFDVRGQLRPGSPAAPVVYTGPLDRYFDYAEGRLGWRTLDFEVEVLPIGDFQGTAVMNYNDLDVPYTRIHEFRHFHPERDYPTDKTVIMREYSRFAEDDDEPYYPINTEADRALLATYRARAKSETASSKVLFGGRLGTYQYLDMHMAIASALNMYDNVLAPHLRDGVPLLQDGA
SSB-PriA inh = inhibitors of Klebsiella pneumoniae PriA binding to SSB C-terminal tail; AlphaScreen SSBct-PriA binding, biotinylated peptide; inhibition, % at 33 µM; 0.6% of 430,000 active; in the data active means inhibition mostly above about 37%, no sharp cut-off; inactive means mostly below about 20%;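 further: plate controls were negative control peptide for no effect and reference peptide for full effect; strong numbers were not always called active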
3CLpro inhibitor = SARS-CoV 3CLpro protease inhibition. recombinant SARS-CoV 3CLpro, quenched FRET peptide cleavage. inhibition, % at 6 µM. 0.14% of 290,000 active. AID 1706; in the data active means inhibition above about 12%
Mtb BioA inh = inhibitors of Mycobacterium tuberculosis BioA enzyme; inhibition, % at 9.99 µM; 0.096% of 360,000 active; AID 602481; purified M. tuberculosis BioA enzyme, plate reader; in the data active means inhibition above about 40%
VHR inh abs = blocks human VHR1 dual specificity phosphatase. recombinant VHR phosphatase, pNPP absorbance. inhibition, % at 13.3 µM. 0.52% of 290,000 active. P51452. AID 1654; in the data active means inhibition above about 50%; further: some compounds called inactive have numbers as strong as hits
Target sequence (P51452 whole entry, looked up): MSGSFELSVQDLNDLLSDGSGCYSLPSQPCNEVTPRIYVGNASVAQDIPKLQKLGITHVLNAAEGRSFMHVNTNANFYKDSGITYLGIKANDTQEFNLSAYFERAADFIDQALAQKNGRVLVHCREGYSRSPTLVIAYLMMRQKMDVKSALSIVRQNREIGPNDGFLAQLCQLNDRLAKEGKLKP
Rv3671c inh = inhibitors of M. tuberculosis serine protease Rv3671c. P9WHR9. 0.048% of 320,000 active. inhibition, % at 5.96 µM; in the data active means inhibition above about 38%;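 further: extracellular domain of Rv3671c used as enzyme; 0% = enzyme with DMSO and 100% = no enzyme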
MazEF act = increases E. coli MazEF RNase cleavage of RNA; P0AE70; FAM/BHQ RNA-DNA oligo cleavage fluorescence, 5 h; activation, % at 20 µM; 0.32% of 350,000 active; in the data active means activation above about 50%
Target sequence (P0AE70 whole entry, looked up): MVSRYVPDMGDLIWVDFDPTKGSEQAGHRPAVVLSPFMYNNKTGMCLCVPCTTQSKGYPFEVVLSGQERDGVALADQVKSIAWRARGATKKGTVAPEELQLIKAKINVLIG
BH1578 lux ind = inducers of Vibrio cholerae quorum light production without autoinducers; activation, % at 18.7 µM; V. cholerae BH1578 lux reporter, luminescence, 6 h; 0.16% of 350,000 active; AID 588436; in the data active means activation mostly above about 9.7%, no sharp cut-off; further: not every result past the cut was called active; inactives centre near 0; reference of the scale not given here
Mtb FBA inh = Mtb fructose-bisphosphate aldolase inhibition; purified M. tuberculosis FBA, fluorescence read-out; inhibition, % at 1 µM; P9WQA3; 2.3% of 360,000 active; AID 588726; in the data active means inhibition above about 27%;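 further: 0% = vehicle and 100% = reference inhibitor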
Target sequence (P9WQA3 whole entry, looked up): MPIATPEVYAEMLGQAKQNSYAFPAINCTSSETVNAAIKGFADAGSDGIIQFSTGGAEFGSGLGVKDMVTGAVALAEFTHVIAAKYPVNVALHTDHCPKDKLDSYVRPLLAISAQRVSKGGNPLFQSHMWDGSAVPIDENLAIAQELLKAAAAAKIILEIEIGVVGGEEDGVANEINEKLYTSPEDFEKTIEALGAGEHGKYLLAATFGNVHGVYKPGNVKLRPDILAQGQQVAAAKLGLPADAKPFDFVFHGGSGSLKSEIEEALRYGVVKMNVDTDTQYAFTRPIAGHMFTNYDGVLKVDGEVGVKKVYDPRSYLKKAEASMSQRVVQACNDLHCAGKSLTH
Numbers without * were called inactive; i = inactive; . = no result given; & = joins results of further samples.

Sample of the layout:
SMILES	GDH-TPI counter	Mtb UGM inh	SSB-PriA inh	3CLpro inhibitor	Mtb BioA inh	VHR inh abs	Rv3671c inh	MazEF act	BH1578 lux ind	Mtb FBA inh
c1nc(N2CCCCC2)c2[nH]cnc2n1	0	0.1	-13	-1	-0.9	16	3	7	-0.2	4
COc1ccc(C2NCc3ccc4c(c3-n3cccc32)OCO4)cc1O (centres undefined)	.	0.8	8	6	.	10	-5	2	.	.
O=C(NCCOc1ccc(Cl)cc1)c1cccc(S(=O)(=O)N2CCCC2)c1	11	-3.1	-9	.	-0.1	.	2	3	-0.4	4
COc1ccc(OC)c(C2NC(=O)NC(C)=C2C(=O)Nc2ccc(C)cc2C)c1 (centres undefined)	4	1.2	0	0	.	-8	0	5	-0.4	-2
O=C(c1ccc2ncsc2c1)N1CCN(c2ccc(O)cc2)CC1	-8	1.8	-5	4	.	21	7	-1	-3.1	2
CNC(=O)C(=O)NCCc1ccc(Cl)cc1	-2	0.1	-1	2	.	21	-3	5	2.2	3
CCNC(=O)CC1C(=O)N(c2ccccc2)C(=O)N1CCc1ccc(OC)c(OC)c1 (centres undefined)	-1	-2.6	-16	0	.	0	-5	-10	i	-1
Cc1cc2c(c(C)c1CCO)C(=O)[C@H](C)C2	2	.	-10	.	0.1	.	0	-11	-0.4	4
COc1ccc(-n2ncc3c2CC(C)(C)CC3NC(=O)c2cnc(C)cn2)cc1 (centres undefined)	3	0.3	-6	0	1.6	3	2	9	-5.3	1
CC(C)C(NC(=O)C12CC3CC(CC(C3)C1)C2)C(=O)N/N=C/C1=C(N2CCOCC2)C(=C\c2ccc([N+](=O)[O-])cc2)/CC1 (centres undefined)	-3	0.0	.	4	.	2	4	8	-0.3	-2
CC(C)CC(NC(=O)OC(C)(C)C)c1cn([C@@H](CCC(=O)OC(C)(C)C)C(=O)N2CCN(C(=O)OC(C)(C)C)CC2)nn1 (some centres undefined)	4	-2.3	-9	5	1.7	0	9	2	-0.8	-1
CCOC(=O)c1ccc(NC(=O)C2(N3C(=O)c4ccccc4C3=O)CCCC2)cc1	8	.	-9	.	0.4	.	.	2	i	0
O=C(c1ccccc1)N1N=C(c2ccccc2)CC1c1ccccc1 (centres undefined)	19	-1.6	-5	3	7.4	14	8	-2	i	-2
Cc1c(Cl)ccc2c1NC(=O)C21NC(CCC(N)=O)[C@H]2C(=O)N(c3ccc(Cl)cc3)C(=O)[C@H]21 (some centres undefined)	2	-3.6	-3	4	0.8	-17	4	3	i	0
CS(=O)(=O)N1CCN(c2ccc(NC(=O)c3ccc([N+](=O)[O-])o3)cc2)CC1	5	.	1	4	-1.4	-6	.	3	-0.2	-2
Cc1ccc(S(=O)(=O)NN2C(=O)c3ccccc3NC2c2ccco2)cc1 (centres undefined)	-5	-0.7	-9	1	.	22	-7	4	i	3

All compounds of this part, previewed entries included:
SMILES	GDH-TPI counter	Mtb UGM inh	SSB-PriA inh	3CLpro inhibitor	Mtb BioA inh	VHR inh abs	Rv3671c inh	MazEF act	BH1578 lux ind	Mtb FBA inh
c1nc(N2CCCCC2)c2[nH]cnc2n1	0	0.1	-13	-1	-0.9	16	3	7	-0.2	4
COc1ccc(C2NCc3ccc4c(c3-n3cccc32)OCO4)cc1O (centres undefined)	.	0.8	8	6	.	10	-5	2	.	.
O=C(NCCOc1ccc(Cl)cc1)c1cccc(S(=O)(=O)N2CCCC2)c1	11	-3.1	-9	.	-0.1	.	2	3	-0.4	4
COc1ccc(OC)c(C2NC(=O)NC(C)=C2C(=O)Nc2ccc(C)cc2C)c1 (centres undefined)	4	1.2	0	0	.	-8	0	5	-0.4	-2
O=C(c1ccc2ncsc2c1)N1CCN(c2ccc(O)cc2)CC1	-8	1.8	-5	4	.	21	7	-1	-3.1	2
CNC(=O)C(=O)NCCc1ccc(Cl)cc1	-2	0.1	-1	2	.	21	-3	5	2.2	3
CCNC(=O)CC1C(=O)N(c2ccccc2)C(=O)N1CCc1ccc(OC)c(OC)c1 (centres undefined)	-1	-2.6	-16	0	.	0	-5	-10	i	-1
Cc1cc2c(c(C)c1CCO)C(=O)[C@H](C)C2	2	.	-10	.	0.1	.	0	-11	-0.4	4
COc1ccc(-n2ncc3c2CC(C)(C)CC3NC(=O)c2cnc(C)cn2)cc1 (centres undefined)	3	0.3	-6	0	1.6	3	2	9	-5.3	1
CC(C)C(NC(=O)C12CC3CC(CC(C3)C1)C2)C(=O)N/N=C/C1=C(N2CCOCC2)C(=C\c2ccc([N+](=O)[O-])cc2)/CC1 (centres undefined)	-3	0.0	.	4	.	2	4	8	-0.3	-2
CC(C)CC(NC(=O)OC(C)(C)C)c1cn([C@@H](CCC(=O)OC(C)(C)C)C(=O)N2CCN(C(=O)OC(C)(C)C)CC2)nn1 (some centres undefined)	4	-2.3	-9	5	1.7	0	9	2	-0.8	-1
CCOC(=O)c1ccc(NC(=O)C2(N3C(=O)c4ccccc4C3=O)CCCC2)cc1	8	.	-9	.	0.4	.	.	2	i	0
O=C(c1ccccc1)N1N=C(c2ccccc2)CC1c1ccccc1 (centres undefined)	19	-1.6	-5	3	7.4	14	8	-2	i	-2
Cc1c(Cl)ccc2c1NC(=O)C21NC(CCC(N)=O)[C@H]2C(=O)N(c3ccc(Cl)cc3)C(=O)[C@H]21 (some centres undefined)	2	-3.6	-3	4	0.8	-17	4	3	i	0
CS(=O)(=O)N1CCN(c2ccc(NC(=O)c3ccc([N+](=O)[O-])o3)cc2)CC1	5	.	1	4	-1.4	-6	.	3	-0.2	-2
Cc1ccc(S(=O)(=O)NN2C(=O)c3ccccc3NC2c2ccco2)cc1 (centres undefined)	-5	-0.7	-9	1	.	22	-7	4	i	3
COc1ccc(CNC(=O)CN(Cc2ccccc2)C(=O)CCC(=O)Nc2nccs2)cc1	-3	-0.6	-11	5	-2.3	25	-6	6	0.6	-2
COc1ccc(NC(=S)N(CCCN2CCC(C)CC2)Cc2cccs2)cc1	-2	0.6	4	-4	2.0	-4	2	-3	-0.2	0
Cc1cccc(NC(=O)CSc2nnc([C@H](C)NC(=O)OC(C)(C)C)o2)c1C	-1	5.0	-3	2	-0.8	17	5	12	i	-1
CN(c1ccccc1)S(=O)(=O)c1cccc(C(=O)OCC(=O)Nc2ccc(C(N)=O)cc2)c1	-1	-2.3	-1	.	0.1	.	-9	-1	i	-3
O=C(Cn1c(NCCO)nc2ccccc21)Nc1cccc(S(=O)(=O)N2CCCC2)c1	-2	1.2	-19	.	-1.2	.	-5	5	i	-2
COc1ccc(CCN(C)C(=O)c2c(C)noc2C)cc1OC	4	0.9	-13	.	-0.2	.	-4	1	-0.7	0
COc1ccc(C(=O)NCC(=O)OCC(=O)NC2CCCCCC2)cc1	4	-2.0	-9	.	0.2	.	1	12	i	2
O=C(NCCCn1ccnc1)c1cc(-c2ccc(Br)cc2)on1	-6	1.0	0	8	.	22	-6	-13	-0.2	-1
COc1cccc(-c2nc(CS(=O)(=O)CC(=O)Nc3ccc(F)cc3F)c(C)o2)c1	2	0.8	4	4	.	29	-9	9	0.2	1
S=c1[nH]nc(COc2ccccc2)n1-c1ccc(Cl)cc1	-7	.	-4	.	-1.2	.	.	-12	5.7	-2
O=C(O)CCc1ccc(-c2ccccc2)n1CC1CCCO1 (centres undefined)	-1	1.5	-9	3	-0.4	23	1	-7	-1.0	37*
O=C(/C=C/c1cc([N+](=O)[O-])ccc1OC(F)F)Nc1cccc(OC(F)F)c1	5	-0.1	-2	-1	.	21	-33	8	-0.3	1
O=C(c1ccc(Cl)cc1)c1nnc(-c2ccncc2)o1	-1	-0.2	-25	-1	-0.2	49	6	3	-0.8	-1
Cc1cccc(C(=O)NCCc2nnc(SCC(=O)Nc3cccc(C(=O)O)c3)n2C)c1	5	1.9	-1	-2	1.3	-9	.	-1	-1.2	-1
C=CCn1c(SCC(=O)O)nnc1-c1ccccc1	7	1.2	-16	-2	-1.2	26	4	0	10	2
CC(C)N(Cc1ccccc1)C(=O)/C=C/c1ccccc1[N+](=O)[O-]	10	0.0	8	0	.	17	6	1	-0.5	2
CC1CCC(NC(=O)CN2C(=O)c3ccccc3S2(=O)=O)CC1 (centres undefined)	8	-0.8	-4	.	-1.1	.	6	6	-2.0	0
Cc1ccc(C)c(-c2[nH]ncc2CN2CCCC(CO)(Cc3ccccc3C)C2)c1 (centres undefined)	-5	-1.2	7	0	.	26	14	-2	-0.4	-2
CC(C)n1c(O)c(/C=C2\C=Nc3ccccc32)sc1=Nc1ccccc1	15	-3.2	.	3	-1.9	-15	-4	22	11	1
Clc1ccc(-n2cc(-c3ccc(Br)cc3)[n+]3c2CCCCC3)cc1	3	-3.0	-4	2	.	13	0	11	0.1	8
O=C(N/N=C/c1cn(Cc2ccccc2)c2ccccc12)c1ccncc1	24	1.1	.	-1	1.6	2	-3	6	-0.3	-3
Cc1csc(SCc2nc3sc4c(c3c(=O)[nH]2)CCC4)n1	13	.	-10	-6	-1.1	4	.	2	i	2
Cc1nc2scc(C)n2c(=O)c1S(=O)(=O)Nc1ccc(N2CCOCC2)cc1	24	-0.7	-23	6	0.1	-6	6	6	-2.7	-4
CCN(CC)S(=O)(=O)c1ccc(OC)nc1	-1	4.4	-11	6	-1.3	19	-4	3	i	0
C[C@@H]1CN([C@H](C)CO)S(=O)(=O)c2ccc(Br)cc2O[C@H]1CN(C)C(=O)Nc1ccccc1	18	.	.	.	11&15	.	.	5	i	-1
COc1coc(/C=C/C(=O)O)cc1=O	11	0.3	2	0	.	45	-2	-4	-3.7	4
CCNS(=O)(=O)c1ccc(CCC(=O)N2CCN(c3ccccc3)CC2)cc1	12	1.9	-3	1	-1.5	17	0	1	-1.5	-1
CC1(C)Cc2c(C#N)c(N3CCCC3)nc(-c3ccco3)c2CO1	8	-1.3	.	1	6.6	0	9	.	-0.3	6
CCN(c1ccccc1)S(=O)(=O)c1ccc(C(=O)Nc2nnc(CSC)o2)cc1	12	-2.4	3&-3	-2	0.4	19	-8	0	-0.3	-4
CCc1nnc(NC(=O)CSc2n[nH]c(-c3ccccc3O)n2)s1	-3	7.2	-8	2	0.6	30	3	-4	-0.1	7
O=C(NCc1ccco1)/C(=C\c1ccco1)NC(=O)c1cccs1	-3	0.1	-3	-2	.	3	1	8	.	-2
O=C(Nc1c(F)c(F)c(F)c(F)c1F)NC1CCCCC1	7	-0.7	1	-2	0.0	-8	-5	2	.	0
COc1ccc(/C=N/n2c(=S)n(C)c3ccccc32)cc1OC	11	-1.3	.	-3	1.3	2	-10	-4	-12	1
O=C(NCCN1CCOCC1)N1CCOCC1	12	-1.8	-2	-2	-0.7	12	6	0	-0.3	-2
Cc1cccc2nc(CSc3nnnn3-c3ccccc3)cn12	11	1.7	-3	3	.	48	1	5	-2.9	-1
CCOc1ccc(CN(C)C(=O)CN2C(=O)NC(c3ccccc3)(c3ccccc3)C2=O)cc1	0	.	3	.	0.7	.	-5	-23	i	-3
CC(C)CCN1C(=O)c2ccc(C(=O)OCC(=O)N(C)C3CCS(=O)(=O)C3)cc2C1=O (centres undefined)	-6	0.1	4	.	-0.7	.	3	5	i	3
CCc1ccc(C(=O)COC(=O)c2cccc(N3C(=O)c4c(C)nc5ccccc5c4C3=O)c2)cc1	15	-0.6	-16	-2	-0.2	-4	0	-1	i	-1
C=C(C)c1cccc(C(C)(C)NC(=O)NNC(=O)c2ccccc2O)c1	10	-1.6	-7	7	.	17	2	10	-0.2	8
COc1ccc(C(=O)NCCC2=CCCCC2)cc1OC1CCN(C(C)C)CC1	16	1.2	-23	-3	-0.8	10	-8	4	-0.3	2
O=C(CSc1nnc(COc2cccc3cccnc23)o1)N1CCN(C(=O)c2ccco2)CC1	7	0.8	-19	7	-1.8	40	-1	-2	-0.4	7
COc1ccc(-c2nc(NC(=O)CSc3nnc(C)s3)ns2)cc1	10	0.8	4&-24	2	-3.8	-12	-2	-1	-0.3	41*

Some of the compounds tested; rates above refer to the full screens.
